# From PubChem
# KCNH2 3.1 inh: qHTS for Inhibitors of KCHN2 3.1: Mutant qHTS | U2OS KCNH2 3.1, thallium flux FluxOr; stronger effect = lower value | activity change, % (tested at about 1.8 µM) | 340,000 compounds, 0.95% hits | AID 720553, 2013;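 active = maximum activity change below -70%; inconclusive = maximum activity change from -70% to -50%; inactive = maximum activity change above -50%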;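 note: thallium influx rate constant from kinetic fluorescence after stimulation buffer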
#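 Thallium flux read-out: FluxOr dye with Red40 quencher in HBSS/HEPES, 45 min at RT. Rate constants from kinetic reads were normalized to positive and negative DMSO controls. Cells: U2OS virally expressing the 3.1 isoform.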
# USP2a inh: qHTS Assay for Inhibitors of Ubiquitin-specific Protease USP2a Using CHOP2 as the Reporter; Potency, µM (series often up to 38.3 µM), without a hit: top-dose activity change, negative = inhibition, usual class: inhibitors; 330,000 compounds, 0.01% hits; AID 463254, 2010; USP2 core, Ub-CHOP2 coupled fluorogenic reporter, 485/531;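 note: potency is the fitted concentration of half-maximal effect; plate controls were DMSO wells for no effect and full inhibition by NEM control for full effect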
# Target sequence (O75604 whole entry, looked up): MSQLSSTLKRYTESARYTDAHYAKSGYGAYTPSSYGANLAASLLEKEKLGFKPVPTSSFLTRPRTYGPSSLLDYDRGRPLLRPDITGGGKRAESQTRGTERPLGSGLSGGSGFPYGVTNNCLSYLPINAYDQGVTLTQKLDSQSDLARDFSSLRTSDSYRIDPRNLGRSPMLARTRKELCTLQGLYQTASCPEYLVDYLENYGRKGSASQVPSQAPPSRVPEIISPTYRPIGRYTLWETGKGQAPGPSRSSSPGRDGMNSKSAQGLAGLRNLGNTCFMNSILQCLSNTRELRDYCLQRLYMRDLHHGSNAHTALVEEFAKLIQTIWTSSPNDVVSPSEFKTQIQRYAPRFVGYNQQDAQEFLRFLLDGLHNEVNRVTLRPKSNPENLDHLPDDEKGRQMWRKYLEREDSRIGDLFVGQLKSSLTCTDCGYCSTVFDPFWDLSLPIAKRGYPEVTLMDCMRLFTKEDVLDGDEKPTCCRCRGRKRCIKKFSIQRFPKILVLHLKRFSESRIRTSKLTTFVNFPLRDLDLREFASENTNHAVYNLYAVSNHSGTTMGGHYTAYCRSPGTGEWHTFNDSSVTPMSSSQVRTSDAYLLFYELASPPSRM
#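 Deubiquitinase activity read as fluorescence (485/531 nm) after Ub-CHOP2 cleavage activates the enterokinase reporter on its substrate; USP2 core 10nM, Ub-CHOP2 and substrate 25nM each, 30min compound preincubation then 60min RT; data normalized to NEM, curves fitted.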
# uPA surface inh: qHTS for Inhibitors of Cell Surface uPA Generation; Potency, µM (highest dose often 38.3 µM), for the others: at the top dose activity change, negative = inhibition, most hits filed as inhibitors; cell surface uPA generation assay, qHTS; 330,000 compounds, 0.31% hits; AID 540303, 2011; active = well fitted inhibition curve with a large enough effect; inconclusive = small, poorly fitted or top-dose-only effect; inactive = no such curve, though single readings can be large or run the other way; tested in mouse RAW 264.7 cells; note: potency is the fitted concentration of half-maximal effect; nearly all actives have a fitted effect of over 55% in size
# Giardia kill: Small Molecules that selectively kill Giardia lamblia: qHTS; Giardia lamblia trophozoite viability; activity change, % at 7.66 µM, hits read low; 340,000 compounds, 0.15% hits; AID 540267, 2011; in the data active = activity change below about -80%; inconclusive = between about -30% and that limit;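 note: parasites exposed to compound for two days anaerobically before the ATP read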
#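 Giardia trophozoites, 100 cells per well, were exposed to compounds for 48 hrs at 37 deg C under anaerobic conditions; viability was then read as ATP content by bioluminescence after 15-30 min at room temperature.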
# GALK inhibitor: qHTS Assay for Inhibitors of Human Galactokinase (GALK) | P51570 | Purified GALK, Kinase-Glo residual ATP luminescence | Potency, µM (top dose mostly 57.5 µM), without a hit: top-dose activity change, negative = inhibition, actives largely listed as inhibitors | 270,000 compounds, 0.007% hits | AID 1868, 2009; note: potency is the fitted concentration of half-maximal effect
#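 ATP-depletion format; final 35 uM ATP, 100 uM D-galactose, 5 nM enzyme; pH 8.0 HEPES/Mg2+ buffer; 60 min RT; luminescence read 10 min after detection reagent.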
# B2AR arrestin: qHTS assay of beta-arrestin-biased ligands of beta2-adrenergic receptor | 330,000 compounds, 0.02% hits | Potency, µM (series often up to 46.1 µM), for inactives: top-dose activation, actives largely listed as activators | AID 492947, 2010 | Beta-2 adrenergic receptor (Homo sapiens), P07550 | beta-arrestin recruitment to beta2AR, cell-based reporter;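 note: potency is the fitted concentration of half-maximal effect; 0% = DMSO controls and full agonism = EC100 isoproterenol or metaproterenol; nearly all actives have a fitted effect of over 65% in size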
# Target sequence (P07550 whole entry, looked up): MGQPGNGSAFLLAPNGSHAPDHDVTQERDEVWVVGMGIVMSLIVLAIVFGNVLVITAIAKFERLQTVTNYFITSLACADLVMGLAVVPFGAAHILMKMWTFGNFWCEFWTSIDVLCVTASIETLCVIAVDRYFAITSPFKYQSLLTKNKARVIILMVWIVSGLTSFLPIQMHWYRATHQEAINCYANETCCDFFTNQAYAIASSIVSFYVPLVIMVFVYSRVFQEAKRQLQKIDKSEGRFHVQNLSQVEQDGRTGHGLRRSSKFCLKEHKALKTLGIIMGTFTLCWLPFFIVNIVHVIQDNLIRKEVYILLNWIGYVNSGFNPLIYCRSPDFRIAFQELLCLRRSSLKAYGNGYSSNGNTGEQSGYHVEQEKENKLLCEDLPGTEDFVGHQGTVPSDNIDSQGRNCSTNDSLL
# Eya2 inh: qHTS Assay for Inhibitors of the Phosphatase Activity of Eya2; recombinant Eya2, OMFP fluorescence dephosphorylation (OMFP is methylfluorescein phosphate); Potency, µM (series often up to 76.9 µM), for the others: at the highest dose activity, negative = inhibition, hits mostly inhibitors; 330,000 compounds, 0.006% hits; note: potency is the fitted concentration of half-maximal effect
#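 Eya2 protein (added as 0.2 uM solution) was preincubated with compound for 10 min at ambient temperature in 50 mM HEPES pH 7.5, 50 mM NaCl, 5 uM MgCl2, 0.05% BSA, 1 mM DTT. OMFP (added at 50 uM) then reacted 10 min; fluorescence read at 485/525 nm.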
# hERG WT inh: qHTS for Inhibitors of KCHN2 3.1: Wildtype qHTS; Voltage-gated inwardly rectifying potassium channel KCNH2 (Homo sapiens), Q12809; U2OS, BacMam KCNH2, thallium flux FluxOr; stronger effect = lower value; activity change, % at 1.84 µM; 340,000 compounds, 0.37% hits; AID 720551, 2013;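 active = maximum activity change below -70%; inconclusive = maximum activity change between -70% and -50%; inactive = maximum activity change above -50%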
#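 U2OS cells were transduced with wild-type KCNH2 virus (2.03 x 10^8 / mL) for 4 h at room temperature, then cultured overnight at 37 C. Thallium flux was read with FluxOr dye. Rate constants were normalized to DMSO controls.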
# BCR signal inh: qHTS Assay to Find Inhibitors of Chronic Active B-Cell Receptor Signaling; ABC-DLBCL IkBa-CBG/CBR reporter, luminescence ratio, 4 h; 340,000 compounds, 0.05% hits; Potency, µM (doses to about 46.1 µM), for inactives: at the highest dose ratio change, negative = lower green/red ratio, usual class: inhibitors; AID 493014, 2011; active = well fitted inhibition curve with a large enough effect in the signal ratio, with a control signal flat, not every such curve was filed as active; inconclusive = small, poorly fitted or top-dose-only effect, or effect the other way, or a change in a side signal; the % refers to the signal ratio;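 note: potency is the fitted concentration of half-maximal effect; plate controls were basal doxycycline-induced cells for no effect and cells given 10 µM MG132 for full effect; MG132 reads +100%, hits lower the ratio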
#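 TMD8 human ABC-DLBCL cells with doxycycline-inducible IκBα–green luciferase fusion and unfused red luciferase, in 0.5% FBS medium; compounds up to 46 uM, 4 h at 37C. Green/red luminescence ratio, filter-overlap corrected, fitted to concentration-response curves.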
# PKM2 act: qHTS Assay for Activators of Human Muscle isoform 2 Pyruvate Kinase | purified PKM2, Kinase-Glo ATP luminescence, activation; response scale: 0% is enzyme alone, no compound | Potency, µM (series often up to 57.5 µM), for the others: top-dose activation, actives largely listed as activators | 260,000 compounds, 0.34% hits | AID 1631, 2009; note: potency is the fitted concentration of half-maximal effect; nearly all actives have a fitted effect of over 55% in size
#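 hPK-M2, >95% pure; 0.1 mM ADP / 0.5 mM PEP final; imidazole pH7.2 buffer w/ 7 mM MgCl2, 50 mM KCl; 1 h RT; Kinase-Glo lum. Intermediate enzyme activity for dual inhibitor/activator qHTS.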
# FBPA coupling cs: qHTS Assay for Inhibitors of Fructose-1,6-bisphosphate Aldolase from Giardia Lamblia: Coupling assay counterscreen | coupling enzyme system counterscreen, AmpLite Red fluorescence | activity change, negative = inhibition, % at 58.2 µM, hits read low | 290,000 compounds, 0.67% hits | AID 2472, 2010; in the data active = activity change below about -30%
#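 First, compound is pin-transferred into glyceraldehyde-3-phosphate coupling-enzyme reagent at 57.5 uM final and held 10 min at RT. Next, substrate, coupling system and AmpLite Red are added. After 20 min RT, fluorescence (525/598 nm) is read.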
# * = called active by the depositor; ? = inconclusive; . = not tested or not shown; [ ] = another dose, or the depositor's remark. Unless noted, calls come from the whole dose curve; as a rule, active = well fitted curve in the direction sought with a large enough effect; inconclusive = small, poorly fitted or top-dose-only effect, or another doubt; inactive = no such curve, though single readings can be large; an effect the other way counts as inactive or inconclusive. Unless noted, % is set by controls: 0 for no effect and ±100 for the full control effect. Compounds as they come; about 2.4% have a hit in one of these screens.
SMILES,KCNH2 3.1 inh,USP2a inh,uPA surface inh,Giardia kill,GALK inhibitor,B2AR arrestin,Eya2 inh,hERG WT inh,BCR signal inh,PKM2 act,FBPA coupling cs
CC1(C)CC(NC(=O)c2cccc(S(=O)(=O)N(Cc3ccccc3)c3ccccc3)c2)CC(C)(C)N1,-10,1%,-4%,-4,.,-1.1%,-17%,16,8%,.,.
CCc1nnc(NCn2nc(C)cc2C)s1,2,.,3%,-18,2%,.,.,-1,.,3%,1
CSc1nnc(N2C(=O)C(O)=C(C(=O)c3ccco3)C2c2ccccc2F)s1 (configuration not stated),-1,2%,-7%,11,2%,-0.4%,-2%,-1,5%,.,.
O=C(CN1C(=O)COc2ccc(Cl)cc21)Nc1ccc2c(c1)OCCO2,6,1%,.,8,-2%,-0.5%,-4%,6,-2%,1%,4
O=C(Nc1cccc(S(=O)(=O)N2CCCCCC2)c1)c1ccc2ccccc2n1,0,-2%,1%,-8,-1%,0.2%,6%,3,14%,-8%,-1
O=C(CSc1nc(-c2ccccc2)cc(=O)[nH]1)N1CCc2ccccc21,7,1%,12%,4,1%,0.2%,7%,-13,-10%,-3%,2
O=[N+]([O-])c1ccc(NCCCNS(=O)(=O)c2ccc(Cl)cc2)c(Cl)c1,-11,3%,8%,-2,2%,0.1%,-9%,3,?,14µM*,2
CC(=O)c1ccc(-n2c(-c3cc(-c4ccsc4)n[nH]3)n[nH]c2=S)cc1,7,1%,-1%,3,-1%,-0.3%,-2%,-6,5%,0%,8
O=S(=O)(c1ccc2c(c1)OCCO2)N1CCC(O)(c2ccc(Cl)cc2)CC1,7,-2%,8%,8,-1%,0.4%,16%,-1,1%,12%,4
O=C(N/N=C/c1cccc([N+](=O)[O-])c1)c1cc(-c2ccc3c(c2)OCO3)n[nH]1,-5,0%,-1%,11,-1%,-0.9%,-8%,-1,0%,?,1
Oc1[nH]c2ccc(Br)cc2c1N=NC(=S)NCC1CCCO1 (configuration not stated),-6,-2%,-2%,-4,3%,?,-2%,7,?,-14%,-5
O=C(COC(=O)c1cccc(S(=O)(=O)N2CCc3ccccc32)c1)Nc1ccc(Cl)cn1,0,-1%,9%,-1,-1%,-0.2%,-3%,.,7%,3%,-2
Cc1cccc(N2CCN(C(=O)C3CCN(S(=O)(=O)c4c(C)noc4C)CC3)CC2)c1C,-3,4%,?,-9,4%,0.4%,-9%,4,-1%,.,.
c1ccc(NC2=NCCN2CCCC2CCCC2)cc1,-18,2%,-13%,-6,.,0.3%,4%,0,-5%,.,.
COc1cc(CC(=O)N/N=C/c2ccccc2)c([N+](=O)[O-])cc1OC,.,-9%,.,.,0%,-0.4%,-4%,.,?,-5%,1
CCC(c1nnc(SCCNCCO)n1CCN1CCOCC1)N(C)C (configuration not stated),-177*,-6%,-8%,1,10%,0.2%,-15%,-6,-2%,1%,3
COC(=O)c1ccc2c(=O)n(CCN3CCOCC3)c(SCC(=O)Nc3cccc(OC)c3)nc2c1,-11,1%,-10%,3,-2%,-0.1%,6%,-4,-14%,.,-1
COc1ccc(OC)c(S(=O)(=O)N2CCC(C(=O)N3CCCC3)CC2)c1,21,0%,1%,4,1%,0.0%,7%,-2,2%,.,-1
O=C(COC(=O)C1CCN(c2ccc(C(F)(F)F)cn2)CC1)NCc1ccc(F)cc1,-6,-2%,5%,2,.,0.2%,2%,6,?,.,.
CC(=O)Nc1cccc(-c2csc(Nc3ccccn3)n2)c1,8,-4%,-10%,-1,-2%,-0.4%,-8%,-5,?,-14%,-8
CCc1nnc(NC(=O)c2ccc(Cl)c(S(=O)(=O)N3CCc4ccccc4C3)c2)s1,-9,1%,6%,2,1%,-0.3%,8%,-3,11%,0%,4
Nc1nc(SCC(=O)NCc2ccc3c(c2)OCO3)n[nH]1,-6,-1%,2%,-15,9%,0.0%,-20%,-13,2%,25%,0
O=C(NS(=O)(=O)Nc1ccccc1)C1=C(N2CCCC2)COC1=O,13,2%,-5%,-4,.,-0.1%,11%,-2,1%,.,.
O=C(c1ccccc1O)N1CCOCC1,4,-3%,3%,-4,0%,-0.4%,11%,8,9%,6%,0
CCOC(=O)C1CCN(CCC(=O)Nc2ccc(Br)c(C)c2)CC1,-22,2%,-2%,3,5%,-0.6%,3%,2,-10%,-9%[11.5 µM],0

# The list continues:
SMILES,KCNH2 3.1 inh,USP2a inh,uPA surface inh,Giardia kill,GALK inhibitor,B2AR arrestin,Eya2 inh,hERG WT inh,BCR signal inh,PKM2 act,FBPA coupling cs
CCOC(=O)c1ccc(S(=O)(=O)NNC(=O)COc2ccc(C)cc2)cc1,-6,1%,4%,12,1%,-0.5%,0%,-11,2%,0%,-2
O=C(CCc1ccccc1)N1CCN(CCO)CC1,1,-3%,-16%,-6,1%,-0.6%,25%,-2,-1%,2%,2
CCc1ccc(C(=O)N/N=C/c2ccc(Cl)cc2Cl)nc1,.,-2%,.,.,0%,-0.3%,-17%,.,?,2%,2
COc1ccc(OC)c2nc(-c3ccc4c(c3)OCO4)ccc12,-8,5%,-3%,-17,1%,-0.9%,12%,-3,-5%,.,-6
Cc1cccc(NC(=O)CN2CCN(CC(=O)Nc3cccc(C)c3)CC2)c1,-32,1%,0%,-9,2%,-0.2%,12%,45,-3%,0%,0
O=C(COC(=O)CCc1nc2ccccc2c(=O)[nH]1)NC(c1ccccc1)c1ccccc1,-4,0%,1%,4,0%,0.1%,6%,1,3%,-4%,0
CSc1ccccc1C(=O)Nc1cccc([N+](=O)[O-])c1C,0,2%,0%,-12,3%,-0.2%,-1%,0,-1%,3%,-1
O=S(=O)(c1cccc2nonc12)N1CCN(c2ccc(F)cc2)CC1,-33,-1%,1%,49[activator],9%,-0.4%,2%,-33,?,-1%,0
O=C(NC1CCN(C(=O)N2c3ccccc3Sc3ccccc32)CC1)c1ccccc1F,-3,-7%,1%,6,-7%,-0.1%,-26%,-14,?,4%,0
COC(=O)C1=C(C)NC(C)=C(C(=O)OC)C1c1ccc(-c2cccc([N+](=O)[O-])c2)o1,4,1%,-18%,-1,6%,0.4%,-2%,-17,?,0%,3
COc1cccc(NC(=O)CCC2CCN(C(=O)c3sccc3C)CC2)c1,-1,1%,3%,4,6%,-0.1%,2%,-7,-8%,-6%,.
Cn1nc(-c2ccc(C(=O)NCC3CCCO3)cc2)c2ccccc2c1=O (configuration not stated),-5,2%,-9%,15,3%,-0.9%,4%,-28,-14%,-14%,1
C=CC[C@@H](CC(=O)N[C@@H](CO)Cc1ccccc1)C(=O)N[C@H](COC(=O)[C@@H](CC=C)Cc1ccc(F)cc1)Cc1c[nH]c2ccccc12,-6,-2%,5%,4,.,-0.5%,2%,7,-2%,.,.
O=C(CCc1nc2sc3c(c2c(=O)[nH]1)CCCC3)NCCOc1ccccc1,-2,1%,2%,0,.,0.4%,-26%,-1,9%,.,.

# Full records from above. Screens in order: KCNH2 3.1 inh	USP2a inh	uPA surface inh	Giardia kill	GALK inhibitor	B2AR arrestin	Eya2 inh	hERG WT inh	BCR signal inh	PKM2 act	FBPA coupling cs
# Profile of COc1ccc(OC)c2nc(-c3ccc4c(c3)OCO4)ccc12 = -8	5%	-3%	-17	1%	-0.9%	12%	-3	-5%	.	-6
# Profile of COc1cccc(NC(=O)CCC2CCN(C(=O)c3sccc3C)CC2)c1 = -1	1%	3%	4	6%	-0.1%	2%	-7	-8%	-6%	.
# Profile of CCOC(=O)c1ccc(S(=O)(=O)NNC(=O)COc2ccc(C)cc2)cc1 = -6	1%	4%	12	1%	-0.5%	0%	-11	2%	0%	-2
# Profile of Cn1nc(-c2ccc(C(=O)NCC3CCCO3)cc2)c2ccccc2c1=O (configuration not stated) = -5	2%	-9%	15	3%	-0.9%	4%	-28	-14%	-14%	1
